# ADAM10 inh – human ADAM10 inhibitors, primary screen, biochemical, QFRET, HTS; recombinant ADAM10, EDANS/DABCYL FRET peptide cleavage, 3 h; inhibition, % at 7 µM; 370,000 tested, 0.62% active; AID 720582, 2013;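 active = inhibition above a per-campaign cutoff equal to the mean of compounds falling between control-based bounds plus 3 SD, cut at about 20% in these data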;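 also: 0% = DMSO wells while the 100% control is not disclosed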
# DAX1 inh-1 – DAX1 (NR0B1) inhibitors on StAR promoter, primary screen, cell-based, luminescence, SF-1 (NR5A1), full-length DAX-1; HEK293T StAR-luciferase reporter, SF-1/DAX-1 repression relief; inhibition, % at 6.8 µM; 370,000 tested, 1.1% active; AID 652010, 2013;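 active = inhibition above the mean over all tested compounds plus 3 SD, cut at about 3.6% in these data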;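 also: 0% = DAX-1 cells with DMSO and 100% = cells lacking DAX-1 with DMSO; higher inhibition means more luminescence from relief of DAX-1 repression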
# sPLA2-III inh – human group III sPLA2 inhibitors, primary screen, biochemical, QFRET, BODIPY PC-A2 liposome substrate. QFRET BODIPY PC-A2 liposome hydrolysis, fluorescence. Group 3 secretory phospholipase A2 (Homo sapiens), Q9NZ20. inhibition, % at 12.2 µM. 370,000 tested, 0.56% active;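 active = inhibition above mean plus 3 SD of compounds lying within the high and low control bounds, cut at about 19% in these data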;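 also: 0% = median of test compound wells and 100% = no enzyme DMSO wells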
# Target sequence (Q9NZ20 whole entry, looked up): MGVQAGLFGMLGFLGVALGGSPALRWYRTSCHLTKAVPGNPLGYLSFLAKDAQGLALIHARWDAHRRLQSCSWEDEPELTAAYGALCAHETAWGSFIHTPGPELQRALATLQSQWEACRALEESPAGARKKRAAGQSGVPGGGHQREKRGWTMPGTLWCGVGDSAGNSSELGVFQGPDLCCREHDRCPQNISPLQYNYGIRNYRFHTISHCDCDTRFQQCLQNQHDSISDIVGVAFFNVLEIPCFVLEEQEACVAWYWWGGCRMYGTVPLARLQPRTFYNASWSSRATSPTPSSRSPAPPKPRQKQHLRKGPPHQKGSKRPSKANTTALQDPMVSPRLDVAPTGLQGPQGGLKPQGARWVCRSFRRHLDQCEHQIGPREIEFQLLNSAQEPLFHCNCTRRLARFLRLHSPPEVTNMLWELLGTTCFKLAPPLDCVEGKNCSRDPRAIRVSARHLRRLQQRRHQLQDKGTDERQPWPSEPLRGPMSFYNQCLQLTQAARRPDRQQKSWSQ
# ADAM17 inh – ADAM17 inhibitors, primary screen, biochemical, QFRET. Disintegrin and metalloproteinase domain-containing protein 17 (Homo sapiens), P78536. recombinant ADAM17, EDANS/DABCYL FRET peptide cleavage. inhibition, % at 6.95 µM. 370,000 tested, 0.83% active. AID 720648, 2013;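 active = inhibition above the mean of compounds lying between control limits plus 3 SD, set per campaign, cut at about 8.5% in these data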;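 also: 0% = DMSO-only wells as the low control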
# Target sequence (P78536 215-824 limits assumed): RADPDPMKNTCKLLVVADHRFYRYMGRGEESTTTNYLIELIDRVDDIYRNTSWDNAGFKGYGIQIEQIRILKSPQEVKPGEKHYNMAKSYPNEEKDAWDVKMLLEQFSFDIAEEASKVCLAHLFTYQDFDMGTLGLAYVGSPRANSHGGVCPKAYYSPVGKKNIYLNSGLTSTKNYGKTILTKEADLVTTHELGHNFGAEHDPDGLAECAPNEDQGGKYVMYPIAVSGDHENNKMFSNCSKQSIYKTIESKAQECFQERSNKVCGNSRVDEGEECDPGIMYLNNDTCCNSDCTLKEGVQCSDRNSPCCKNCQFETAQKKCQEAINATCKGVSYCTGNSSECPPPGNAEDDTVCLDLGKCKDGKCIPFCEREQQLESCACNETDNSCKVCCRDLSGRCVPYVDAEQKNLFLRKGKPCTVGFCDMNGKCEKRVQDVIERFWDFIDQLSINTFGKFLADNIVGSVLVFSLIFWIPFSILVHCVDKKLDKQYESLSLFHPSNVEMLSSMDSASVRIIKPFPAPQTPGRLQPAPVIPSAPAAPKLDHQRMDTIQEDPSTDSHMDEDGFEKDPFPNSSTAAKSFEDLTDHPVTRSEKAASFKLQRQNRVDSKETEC
# ssDAF-12 act – S. stercoralis DAF-12 nuclear receptor activators, primary screen, cell-based, luminescence, HEK293, GRIP1 co-expression, lit1-tk-luc | Nuclear hormone receptor DAF-12 (Strongyloides stercoralis) | HEK293 ssDAF-12/GRIP1 lit1-tk-luc reporter; % of 3 µM dafachronic acid response | activation, % at 6.8 µM | 370,000 tested, 1% active;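 active = activation above the mean over all tested compounds plus 3 SD, cut at about 0.9% in these data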;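 also: 0% = DMSO-only wells and 100% = 3 µM delta7-dafachronic acid wells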
# DAX1 inh-2 – DAX1 (NR0B1) inhibitors, primary screen, cell-based, HEK293, Gal4-DAX1, luciferase luminescence | Nuclear receptor subfamily 0 group B member 1 (Homo sapiens), P51843 | 340,000 tested, 0.99% active | HEK293 Gal4-DAX1 luciferase reporter | inhibition, % at 6.75 µM | AID 504766, 2011;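 active = inhibition above the mean over all tested compounds plus 3 SD, cut at about 4.2% in these data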;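 also: 0% = DAX1-transfected cells with DMSO and 100% = empty-vector control cells with DMSO; inhibition shows as a rise in luminescence from relieved DAX1 repression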
# hgDAF12 agonist – H. glycines DAF-12 receptor agonists, primary screen, cell-based, luminescence, HEK293, GAL4 fusion, UAS-luciferase. HEK293 GAL4-hgDAF12 UAS-luciferase reporter, agonist luminescence; normalized to butyrate control. activation, % at 6.8 µM. 370,000 tested, 1.8% active;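 active = activation above a cutoff set at the mean of all screened compounds plus 3 SD, cut at about 10% in these data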;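 also: 0% = DMSO wells and 100% = sodium butyrate wells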
# PLCb3 inh – human PLC-beta3 inhibitors, primary screen, biochemical, fluorescence | 1-phosphatidylinositol 4,5-bisphosphate phosphodiesterase beta-3 (Homo sapiens), Q01970 | Purified PLC-beta3, fluorogenic substrate | inhibition, % at 12.2 µM | 370,000 tested, 0.18% active; in the data active = inhibition above about 11%;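 also: 0% = median of compound wells on plate and 100% = full blocker control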
# hcDAF-12 act – H. contortus DAF-12 nuclear receptor activators, primary screen, cell-based, luminescence, HEK293, lit1-tk-luc reporter; HEK293 hcDAF-12 lit1-tk-luc reporter; 0% DMSO, 100% Δ7-dafachronic acid; activation, % at 6.8 µM; 370,000 tested, 1.4% active; AID 652067, 2013;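 active = activation above the mean of all tested compounds plus 3 SD, cut at about 5.5% in these data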;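 also: 100% = response to 3 µM Δ7-dafachronic acid high control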
# PLC-gamma1 inh – PLC-gamma1 enzyme inhibitors, primary screen, biochemical, fluorescence, purified enzyme; inhibition, % at 12.2 µM; 370,000 tested, 0.84% active; AID 720700, 2013; fluorogenic substrate; 1-phosphatidylinositol 4,5-bisphosphate phosphodiesterase gamma-1 (Homo sapiens), P19174; in the data active = inhibition above about 9.5%
# GAA850 FXN act – FXN promoter activators, primary screen, cell-based, luciferase luminescence, HEK293 lucGAA850; HEK293 lucGAA850 FXN promoter luciferase reporter, 24 h; percent of 10 µM SAHA response; activation, % at 6 µM; 360,000 tested, 0.56% active;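 active = activation above the average of all compounds screened plus 3 SD, cutoff fixed separately per campaign, cut at about 7.5% in these data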;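 also: 0% = DMSO wells and 100% = 10 µM SAHA wells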
# The depositor's hits bear a star; i = inactive; . = not tested or not shown.
SMILES,ADAM10 inh,DAX1 inh-1,sPLA2-III inh,ADAM17 inh,ssDAF-12 act,DAX1 inh-2,hgDAF12 agonist,PLCb3 inh,hcDAF-12 act,PLC-gamma1 inh,GAA850 FXN act
CCCCN(C(=O)c1cccc(S(=O)(=O)N(CC)c2ccccc2)c1)c1c(N)n(CC(C)C)c(=O)[nH]c1=O,-14,-0.2,4,-2,-1.1,-0.1,0.8,-8,-0.8,2,0.2
C/C(Cn1nnc([N+](=O)[O-])n1)=N\NC(=O)c1ccc(Cl)c(Cl)c1,-10,-2.0,-3,-3,-1.4,-3.1,1.8,-1,-1.1,-2,1.6
O=C(CCCCC(=O)OC1CCCCC1)OC1CCCCC1,-2,-0.6,12,-6,-0.4,-0.1,4.6,3,1.2,2,3.3
O=C(Cc1c(C(=O)O)[nH]c2ccccc12)NCCN1CCN(c2cccc(Cl)c2)CC1,-4,0.0,-15,-3,-1.4,-0.1,1.5,-7,-1.4,-5,-0.7
COc1ccc(S[C@]2(C(=O)N3CCOCC3)CC(=O)N(C(=O)Nc3ccc(C)c(Cl)c3)[C@@H]2c2ccc(OC)cc2)cc1,6,-1.7,-13,4,-0.7,.,2.4,2,-1.6,3,.
CCOc1ccc(S(=O)(=O)N(CC(=O)O)c2ccc(C)cc2)cc1,8,0.1,-4,-1,-1.7,-0.4,-0.4,-1,-0.1,4,-0.5
O=S(=O)(NC1c2cccc3cccc(c23)C1Sc1ncccn1)c1ccc(Cl)cc1 (stereo not given),25*,0.1,-11,9.7*,-0.8,-0.2,-1.7,-2,-1.7,2,3.1
O=C(CCNC(=O)c1ccc(Br)cc1)Nc1ccccc1N1CCCCC1,-3,-0.3,-3,2,-1.4,0.0,-0.9,-3,-1.3,4,0.2
O=C(O)C1C2CC3OC(=O)C1C3C2 (stereo not given),-5,-2.1,6,-2,-0.8,-0.6,2.2,0,1.3,0,0.4
O=C(O)c1cccc(N2CCCC2)c1,-187,-0.6,-3,-75,-0.8,-1.2,2.6,-126,-0.3,-98,-0.9
CCOc1ccc(NC(=O)CN2CCN(c3ccc(F)cc3)CC2)cc1S(=O)(=O)N1CCCC1,-1,-0.5,-3,11*,1.0*,1.4,-0.7,7,-0.3,7,-0.1
Cc1ccc(N(C)C(=O)N2CCN(S(=O)(=O)c3ccc(C)cc3)CC2)cc1,-10,1.0,-1,-2,-1.1,-1.6,3.1,0,1.6,2,-1.1
CCc1nc2ccc(C(=O)N3CCN(C(=O)c4ccco4)CC3)cn2c1N(C)C(=O)c1cccc(OC)c1,-4,0.4,9,0,-1.2,.,3.6,0,-2.1,-2,-0.9
Cc1cc(-c2nc3ccccc3[nH]2)ccc1N,i,8.0*,8,-176,1.2*,2.4,15*,-60,6.4*,-42,4.3
CCc1nc2ccccc2[nH]c1=O,-82,1.3,5,-35,-2.0,1.6,2.1,-32,1.0,-18,1.6
CC(C)CN(CCCNC(=O)CC1Oc2ccccc2NC1=O)CC(C)C (stereo not given),-7,0.1,0,-2,-1.1,-0.2,0.2,5,1.5,0,1.3
CC(C)CCCN1CCN=C1N(C)C,-6,-0.2,3,0,-0.8,0.6,-1.5,1,-1.2,1,1.1
Cc1ccc(C)c(CNC(=O)Nc2ccccc2)c1,-7,0.7,-3,-2,-0.5,-0.3,6.9,-3,2.8,0,4.6
O=C(c1ccc(S(=O)(=O)Cc2ccccc2F)c([N+](=O)[O-])c1)N1CCCC1,0,-0.3,4,1,-2.2,-1.2,-3.7,-1,-1.4,4,-3.7
Cc1csc(-c2ccc3cc(Cl)cc(Cl)c3n2)n1,-36,1.3,5,-10,0.4,.,2.0,-4,10*,-4,.
CCC1C(=O)NCCN1C(=O)c1ccccc1OC1CCN(S(C)(=O)=O)CC1 (stereo not given),-2,0.3,-1,-2,-0.1,1.8,1.7,1,-0.5,0,1.4
COc1ccccc1CCn1cnc(-c2ccc(OC)c(OC)c2)c1CC(C)C,-16,-4.4,9,-5,-2.0,.,-6.8,-9,-4.8,-5,.
CCc1cccc2c1NC(=O)C21OCCO1,-5,-0.3,3,-4,1.2*,2.5,3.6,-1,3.1,-1,3.7
O=C(Nc1cc(C(F)(F)F)ccc1Cl)c1cccc(N2C(=O)CCC2=O)c1,-5,-1.9,3,-1,-0.6,-0.2,-0.7,-8,-2.7,1,1.3
CC1CCc2sc(C(=O)Nc3nnc(SCc4ccc(F)cc4)s3)cc2C1 (stereo not given),12,-0.2,0,-4,-1.1,1.0,2.9,-17,1.1,-13,0.7
OCCNc1cc(Cl)ncn1,-5,0.4,5,3,-0.2,0.4,-0.6,-3,0.4,5,-1.6
COc1ccc(N2CCN(C(=O)c3ccc(NS(=O)(=O)c4ccc(F)c(F)c4)cc3)CC2)cc1,-5,-0.1,-37,-1,-0.7,-0.1,-0.6,0,-0.8,-1,-0.3
COc1ccccc1C(=O)N/N=C(\C)CC(=O)Nc1ccccn1,-66,0.3,-4,-25,0.4,-0.8,3.2,-17,7.3*,-10,6.9
COC(=O)c1ccccc1NCc1cc(=O)oc2cc(O)c(O)cc12,-226,1.3,13,-99,-1.0,0.1,-2.4,i,-1.2,i,-0.2
COc1ccccc1CNC(=O)C1Cc2cc(S(=O)(=O)N3CCCCC3)ccc2N1C(C)=O (stereo not given),0,0.4,-2,1,-1.2,-0.3,-1.5,-8,-0.5,1,-0.1

# Copied from the list:
# OCCNc1cc(Cl)ncn1 in PLCb3 inh is entered as -3
# CCc1cccc2c1NC(=O)C21OCCO1 in PLCb3 inh is entered as -1
# O=C(Nc1cc(C(F)(F)F)ccc1Cl)c1cccc(N2C(=O)CCC2=O)c1 in hcDAF-12 act is entered as -2.7

# Whole records from above:
# CCOc1ccc(NC(=O)CN2CCN(c3ccc(F)cc3)CC2)cc1S(=O)(=O)N1CCCC1 in the list: ADAM10 inh = -1; DAX1 inh-1 = -0.5; sPLA2-III inh = -3; ADAM17 inh = 11*; ssDAF-12 act = 1.0*; DAX1 inh-2 = 1.4; hgDAF12 agonist = -0.7; PLCb3 inh = 7; hcDAF-12 act = -0.3; PLC-gamma1 inh = 7; GAA850 FXN act = -0.1
# COc1ccccc1C(=O)N/N=C(\C)CC(=O)Nc1ccccn1 in the list: ADAM10 inh = -66; DAX1 inh-1 = 0.3; sPLA2-III inh = -4; ADAM17 inh = -25; ssDAF-12 act = 0.4; DAX1 inh-2 = -0.8; hgDAF12 agonist = 3.2; PLCb3 inh = -17; hcDAF-12 act = 7.3*; PLC-gamma1 inh = -10; GAA850 FXN act = 6.9

# (next part)
SMILES,ADAM10 inh,DAX1 inh-1,sPLA2-III inh,ADAM17 inh,ssDAF-12 act,DAX1 inh-2,hgDAF12 agonist,PLCb3 inh,hcDAF-12 act,PLC-gamma1 inh,GAA850 FXN act
O=C(C1CC(c2ccccc2O)=NO1)N1CCc2ccccc2C1 (stereo not given),-1,1.2,-11,-1,-0.2,0.0,2.3,7,2.7,4,3.0
O=C(NC(c1ccccc1)c1ccccn1)c1cccc([N+](=O)[O-])c1 (stereo not given),-6,0.3,11,-2,-0.6,.,-0.6,4,-0.2,6,0.5
CCn1cc(CNC(=S)Nc2cccc3ccccc23)cn1,-9,-0.6,6,-2,-0.8,0.4,1.7,-7,1.1,0,3.2
COc1ccc(NC(C)=O)cc1NC(=O)CN1CCN(CC(=O)Nc2ccccc2Cl)CC1,6,-0.4,-4,-4,-1.6,-0.5,-4.6,0,-2.0,1,2.1
COC(=O)Cc1ccc(NC(=S)NCc2cccc(OC)c2)cc1,-1,0.0,3,2,-1.4,0.1,0.1,1,-2.0,-6,-1.6
COc1ccc(NC(=O)Cn2nnc(C(=O)NCCc3ccccc3)c2N)c(OC)c1,4,0.0,5,-7,-0.7,-0.2,0.2,-6,-1.3,1,-0.8
COc1ccc(CNCc2ccc(F)cc2)c(OC)c1,-10,0.4,-11,-1,-1.5,0.8,0.5,-4,-1.6,-2,-0.7
Cc1cc(Br)cn2c(Cc3ccccc3C(F)(F)F)c(-c3cccc(Cl)c3)nc12,4,-0.4,-4,1,0.2,.,-1.8,0,-0.3,5,.
Cn1cc(Br)c(C(=O)N/N=C/c2cc3c(cc2Cl)OCO3)n1,-35,2.9,-4,-14,-0.3,0.3,6.8,-16,3.3,-3,4.9
C(=N\N1CCN(Cc2ccccc2)CC1)/c1ccccc1,-3,0.0,-4,-6,-0.8,0.8,-0.2,-6,0.2,-1,4.2
CC(C)NC(=O)c1c(O)c2ccccc2[nH]c1=O,5,0.4,6,-3,-1.5,0.1,2.3,-1,-1.7,2,-2.0
C=CCCC(=O)N1CCC(n2nccc2NC(=O)CCCc2ccccc2)CC1,6,0.3,4,-1,-1.0,0.2,3.5,-4,-1.8,1,0.1
NS(=O)(=O)c1ccc(CCNC(=O)COC(=O)CC(c2ccccc2)c2ccccc2)cc1,-11,-0.7,-10,0,-0.5,.,-0.9,-2,-1.9,1,1.9
Cn1nc(C(F)(F)F)c2cc(C(=O)N3CCOCC3)sc21,0,-0.5,-2,-1,-0.9,0.6,4.8,0,-0.8,2,0.6
O=C(Nc1ccc(C(=O)c2ccccc2)cc1)c1ccccc1,7,0.5,-16,3,-1.1,1.2,11*,-5,0.4,4,1.1
NC1=NC(=O)S/C1=C\c1ccc(F)cc1,-6,-0.1,3,-2,-1.2,0.1,1.3,0,4.9,2,-0.6
NC(=O)c1cccn1Cc1ccccc1Cl,3,-0.4,-1,-3,-1.2,0.4,-0.4,2,-1.2,3,-2.9
CCOC(=O)c1c(C)[nH]c(C)c1S(=O)(=O)N1CCCCC1,-7,-0.2,3,-2,-1.1,0.6,-0.7,-1,-1.8,1,1.1
CC1CCCC(C)N1C(=O)COC(=O)c1cc(-c2cccs2)nn1-c1ccccc1 (stereo not given),-4,-1.3,-1,3,-0.4,-1.4,-0.3,-5,-0.3,8,1.2
O=C(CSc1ccc(F)cc1)Nc1ccc(C2SCCS2)cc1,-7,0.7,4,3,-0.1,.,5.7,-9,1.9,-2,2.5
O=C1C=C(Nc2ccccc2)c2ccccc2C1=O,-7,-1.8,13,-4,-0.8,-0.2,-7.8,-28,-1.0,-19,0.7

# Compound activity: PubChem, The Scripps Research Institute Molecular Screening Center
